M. tuberculosis GlmU: inhibition of mycobacterial GlmU enzyme – biochemical, glucosamine-1-phosphate acetyltransferase (AID 1376). actives 0.25% (n = 220,000). one-dose inhibition, %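 (tested at 30 µM in the primary screen)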; IC50 in µM for titrated hits. M. tuberculosis GlmU acetyltransferase enzyme assay; higher % means a stronger effect; in the data active means inhibition above about 13%;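 further: 0% = complete reaction with vehicle and 100% = reaction without substrate; strong numbers were not always called active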
RmlCD inh 1536: blocks M. tuberculosis RmlC and RmlD coupled enzymes; RmlC+RmlD coupled enzyme assay, percent inhibition; primary screen in compound mixtures; AID 1533; P9WH09+P9WH11; actives 0.03% (n = 160,000); inhibition, % at 3.6 µM; in the data active means inhibition mostly above about 34%, no sharp cut-off; further: some results filed as inactive read as strong as hits
Target sequence (P9WH09 whole entry, looked up): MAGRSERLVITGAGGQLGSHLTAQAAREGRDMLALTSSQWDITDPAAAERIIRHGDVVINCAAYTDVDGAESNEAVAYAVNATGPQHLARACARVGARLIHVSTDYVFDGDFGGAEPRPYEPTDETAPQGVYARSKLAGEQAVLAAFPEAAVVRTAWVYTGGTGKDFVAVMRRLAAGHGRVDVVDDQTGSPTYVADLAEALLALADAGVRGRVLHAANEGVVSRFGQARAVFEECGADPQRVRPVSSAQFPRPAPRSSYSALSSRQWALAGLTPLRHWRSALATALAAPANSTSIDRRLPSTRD
Target sequence (P9WH11 whole entry, looked up): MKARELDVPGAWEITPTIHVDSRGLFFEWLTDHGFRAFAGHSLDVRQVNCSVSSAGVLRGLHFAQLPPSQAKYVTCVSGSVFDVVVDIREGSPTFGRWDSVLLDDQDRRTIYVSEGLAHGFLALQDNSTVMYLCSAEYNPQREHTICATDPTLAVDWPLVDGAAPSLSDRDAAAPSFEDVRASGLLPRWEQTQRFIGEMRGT
Starred values were filed as active, the others as inactive; nt = not tested or not shown. Not all compounds are listed; the hit share may differ from the screen's.

SMILES	M. tuberculosis GlmU	RmlCD inh 1536
COc1cc(NC(=O)c2cc3c(Cl)nc4ccccc4c3s2)cc(OC)c1OC	1.7%	-10
CCOC(=O)N1CCN(S(=O)(=O)c2cc(Cl)c(OC)cc2Cl)CC1	0.2%	nt
Cc1cccc(C(=O)C2CCOC(C)(C)C2)c1 (stereo not given)	-6.2%	-9
O=C(Nc1nnc(C2CCCCC2)s1)c1ccc(Br)s1	2.6%	nt
O=C(NCCOc1ccccc1Cl)C(=O)NCCOc1ccccc1Cl	3.6%	-14
CCN1CCN(C(=O)C2=C(C(=O)O)CCCC2)CC1	2.5%	-9
Cc1ccc(CNC(=O)CCS(=O)(=O)c2ccc(Br)s2)o1	4.2%	nt
O=C(Cc1cccs1)N/N=C/c1ccco1	-5.0%	-12
C1=CCC(CN2CCNCC2)CC1 (stereo not given)	-7.1%	2
O=C(NCCCO)C(=O)c1c(-c2ccccc2)cc2ccccn12	-1.5%	-6
O=c1cc(CN2CCN(c3cccc(Cl)c3)CC2)c2cc3c(cc2o1)CCCC3	3.4%	nt
CCOC(=O)C1CCN(c2ccc(C(=O)O)cc2[N+](=O)[O-])CC1	2.5%	-4
COc1ccc2cc(C(C)=O)c(=O)oc2c1	5.3%	-6
COc1cc(OC)c2c(-c3ccccc3)cc(=O)oc2c1C(CC(=O)N1CCN(c2ccccc2)CC1)c1ccc(N(C)C)cc1 (stereo not given)	5.6%	-41
Cc1ccc(-n2c(SCC(=O)NCCN3C(=O)CSC3=O)nnc2-c2ccccc2F)cc1	-1.1%	74
O=C(NC(=S)Nc1ccc(Oc2ccc(Cl)cc2)cc1)c1ccccc1	3.5%	6
CCn1c(NCc2c[nH]c3ccccc23)nc2ccccc21	2.4%	nt
COc1ccc(-c2nc(CCNC(=O)c3ccc(Br)o3)cs2)cc1	0.2%	-10
COc1cc(/C=N/NC(=O)c2ccccc2)ccc1O	6.0%	-7
N#C/C(=C\c1cccnc1)c1nc2ccccc2[nH]1	6.6%	14
CCNC(=S)N1CCC(c2nc3ccccc3s2)CC1	0.5%	0
COc1ccc(CC2NCCC3(O)CCCCC23)cc1 (stereo not given)	-4.2%	nt
O=c1[nH]c(-[n+]2ccccc2)c(/C=N/NC([S-])=Nc2ccccc2)s1	1.7%	-8
O=C(Nc1nc(-c2cc(Cl)sc2Cl)cs1)c1ccc(Br)s1	2.1%	nt
OC(COCCC12CC3CC(CC(C3)C1)C2)CN1CCCC1 (stereo not given)	-6.8%	-1
COC(=O)c1c(NC(=O)C2CC=CCC2C(=O)O)sc(C(N)=O)c1C (stereo not given)	nt	7
CCc1ccc2nc3sc(C(=O)N4CCc5ccccc54)c(N)c3cc2c1	-2.1%	30
Cn1c(NC(=O)CCc2ccccc2)cc(=O)n(C)c1=O	3.0%	-8
CCS(=O)(=O)N1Cc2ccccc2CC1C(=O)Nc1nccs1 (stereo not given)	-3.2%	3
CCOc1ncccc1C(=O)OCC(=O)Nc1c(C)cccc1C	nt	6
CC(=O)Nc1ccc(NC(=O)C2c3ccccc3Oc3ccccc32)cc1	-2.7%	9
CC(C)CCNc1nc2c(c(=O)[nH]c(=O)n2C)n1CC(O)COC(C)C (stereo not given)	-7.0%	-2
Cc1cc(C)n2c(SCC(=O)NCc3ccco3)nnc2n1	0.2%	-10
CC(NC(=O)COc1ccccc1)C(c1ccccc1)N1CCN(C)CC1 (stereo not given)	-3.3%	0
COC(=O)c1sc2ccccc2c1C(=O)OC	3.3%	11
CC1(C)[C@@H](O)CC[C@]2(C)C3C(O)C=C4[C@H]5C[C@@](C)(CO)CC[C@]5(C)CC[C@]4(C)[C@]3(C)CC[C@@H]12 (stereo not given in full)	3.0%	nt
Cc1cccc(CNc2ncc(-c3cccc([N+](=O)[O-])c3)n2C)c1	1.1%	1
CC(C)(C)NC(=S)NCc1ccc2c(c1)OCO2	3.5%	-1
O=C(COC(=O)c1c2c(nc3ccccc13)/C(=C\c1cccs1)CCC2)Nc1ccccc1Cl	-5.4%	-7
Cc1cnccc1CN(C)Cc1cn(C)nc1-c1ccc(Oc2ccccc2)cc1	5.2%	0
COC(=O)CSc1nc(-c2cccs2)ccc1C#N	12%	5
COc1ccc(-n2c(C)n[nH]c2=O)cc1	2.1%	nt
COc1ccc2nc(SCC(=O)Nc3nonc3C)[nH]c2c1	0.8%	5
COc1ccc(OC)c(NC(=O)CSc2nc3ccccc3c3nc4ccccc4n23)c1	-8.1%	-8
Cc1cccc(C)c1NC(=O)CNC(=O)C(NC(=O)c1ccc(C(C)(C)C)cc1)C(C)C (stereo not given)	4.7%	74
CC(=O)c1cccc(NC(=O)C23CC4CC(C2)CC(n2cncn2)(C4)C3)c1	5.9%	nt
CN(C)S(=O)(=O)c1ccc(C(=O)Nc2nnc(-c3ccco3)o2)cc1	2.8%	-8
CCS(=O)(=O)N1CCN(c2ccc(C(=O)N3CCOCC3)cc2[N+](=O)[O-])CC1	0.1%	14
CCCc1ccc(NS(=O)(=O)c2c(C)oc(C)c2C(=O)OC)cc1	7.7%	-12
CC1CC(NS(=O)(=O)c2cccs2)CC(C)(C)C1 (stereo not given)	0.9%	-12
The list goes on:
SMILES	M. tuberculosis GlmU	RmlCD inh 1536
COc1ccccc1CNCC(O)Cn1c2ccccc2c2ccccc21 (stereo not given)	-5.0%	-8
COc1ccc(OC)c(S(=O)(=O)Nc2ccccc2F)c1	-0.6%	nt
COc1ccc2oc(=O)c(-c3nc4ccccc4o3)cc2c1	21%	nt
O=c1cc(O)c2sc(Nc3cccc(C(F)(F)F)c3)nc2[nH]1	-1.1%	-5
O=C(O)c1cccc(CN2C(=O)S/C(=C/c3ccccc3[N+](=O)[O-])C2=O)c1	1.1%	-15
Cc1ccc(S(=O)(=O)NC(=O)Nc2ncc3c(n2)CC(c2ccco2)CC3=O)cc1 (stereo not given)	1.3%	-8
C=CCn1c(O)c(/C=C2\C=Nc3ccccc32)c(=O)[nH]c1=O	0.0%	43
Cc1c(NC(=O)CN2CCN(c3ccc(F)cc3)CC2)c(=O)n(-c2ccccc2)n1C	-3.7%	4
CN(C)CC(C)(C)CNC(=O)CC1C(=O)NCCN1Cc1ccc(-c2ccccc2)cc1 (stereo not given)	3.7%	nt
O=C(NCC(F)(F)F)Nc1ccccn1	2.0%	13
C#CCOCCOCCOCCNc1nc(N2CCN(C(=O)[C@H](CCCCN)n3cc([C@@H](N)CO)nn3)CC2)nc(N2CCN(C(=O)[C@H](Cc3ccc(O)cc3)n3cc([C@@H](N)CC(C)C)nn3)CC2)n1	-6.8%	nt
CSCCC(NC(=O)c1c(C)oc2c1CCCC2)C(=O)O (stereo not given)	3.0%	-9
Cc1ccc(-c2nnc(N)o2)cc1	3.5%	14
COC(=O)c1ccc(Oc2cc(C)nc(SC)n2)cc1	-0.6%	6
CCOC(=O)N1CCN(C(=O)/C(=C/c2cccc3ccccc23)NC(=O)c2ccc(OC)cc2)CC1	3.5%	-3
CC(C)(C)NC(=O)C(c1ccncc1)N(C(=O)Cn1nnc(-c2ccc(F)cc2)n1)c1ccc(F)cc1 (stereo not given)	-2.6%	-7
COc1ccc(CCC(=O)NNC(=S)NCc2ccc(F)cc2)cc1	-0.8%	-9
COc1cccc(OCC(=O)N2CCN(C)CC2)c1	1.9%	nt
O=c1[nH]cnc(O)c1C(c1cccc([N+](=O)[O-])c1)c1c(O)nc[nH]c1=O	-2.9%	26
CN(Cc1nc(-c2cccs2)no1)CC1COCCO1 (stereo not given)	-0.6%	0
COc1cccc(NC(=O)C2C3C=CC4(O3)C2C(=O)N(C2CC2)C4C(=O)NC2CCCCC2C)c1 (stereo not given)	0.3%	5
C/C(=N\NC(=O)c1ccc([N+](=O)[O-])cc1)c1c(O)cc(C)oc1=O	-3.4%	-4
CC(=O)N1CCc2cc(S(=O)(=O)NC(Cc3ccccc3)C(=O)NCCN3CCCCC3C)ccc21 (stereo not given)	-4.4%	nt
Cc1cccc(C(=O)Nc2nnc(-c3ccncc3)o2)c1	1.1%	-8
COc1ccc(Nc2nc3ccccc3c(=O)s2)c(OC)c1	12%	5
Cc1ccc(/C=C/C(=O)O)cc1S(=O)(=O)NCCCC(=O)O	-3.5%	-7
N/C(=N\OC(=O)c1ccc([N+](=O)[O-])cc1)c1ccccn1	2.8%	2
CCOC(=O)N1CCN(C(=O)Cn2ncc3c2-c2ccccc2OC3)CC1	-1.2%	26
COc1ccc(N2C(=O)/C(=C/N(C)C)NC2=S)cc1	-0.1%	-9
Cc1cc(SCn2nnc3ccccc3c2=O)nc2ccccc12	-2.3%	4
Cc1nn(-c2ccccc2)c(Cl)c1C1C(C#N)=C(N)Oc2c1c(C)nn2-c1ccccc1 (stereo not given)	0.1%	-4
O=C(O)Cc1c(C(=O)O)nnn1-c1cccc(C(F)(F)F)c1	1.1%	nt
CCS(=O)(=O)c1ccc2oc(=O)c(/C=C(\O)c3ccc(Cl)cc3)nc2c1	3.7%	2
CN(CCC#N)C(=O)CC(Cc1ccccc1)C1CCOC(C)(C)C1 (stereo not given)	-9.4%	3
Nc1ncc(P(=S)(N2CCOCC2)N2CCOCC2)s1	2.1%	13
O=[N+]([O-])c1ccc(-c2ccc(/C=N/Nc3nc(N4CCCCC4)nc(N4CCCCC4)n3)o2)cc1	-2.9%	7
C/C(NC(=O)c1ccccc1F)=C1\C(=O)C[C@@H]2[C@H]1C2(C)C	0.2%	nt
O=C(Nc1ccccc1)ON=C1c2ccccc2-c2ccccc21	2.6%	-2
N#CCCN(Cc1cccs1)C(=O)Nc1ccccc1	3.4%	10
CO/N=C/c1ccc(N2CCOCC2)c([N+](=O)[O-])c1	4.5%	0
COc1ccc([N+](=O)[O-])cc1NC(=O)COC(=O)/C=C/c1ccco1	-4.5%	-7
Cc1ccccc1Cn1c2ccccc2c2cnn(CC(=O)NCc3ccco3)c(=O)c21	5.4%	-2
O=C(NCc1n[nH]c(=S)n1-c1ccccc1)c1cccs1	2.5%	13
COCCn1nnnc1C(c1cc2cccc(C)c2[nH]c1=O)N1CCN(c2ccccc2F)CC1 (stereo not given)	-4.5%	-8
CC(=O)c1ccc(NC(=S)NCCc2ccc(S(N)(=O)=O)cc2)cc1	-4.2%	2
CCOc1ccccc1N1CC(C(=O)Nc2ccc3c(c2)OCCO3)CC1=O (stereo not given)	-5.9%	28
COc1ccc(Cl)cc1-c1nc(N)nc(N(C)C)n1	4.2%	4
COC(=O)c1c(NC(=O)CN2CCC3(O)CCCCC3C2c2ccc(OC)cc2OC)sc(C)c1C (stereo not given)	4.6%	nt
Cc1cc(C)cc(C(=O)Nc2ccc3[nH]c(=O)[nH]c3c2)c1	4.4%	4
COC(=O)c1cc(NS(=O)(=O)c2ccc3c(c2)CCC(=O)N3)cc(C(=O)OC)c1	1.5%	-6
(further entries)
SMILES	M. tuberculosis GlmU	RmlCD inh 1536
COCCOC(=O)c1c(C)n(C)c2ccc(OC(=O)c3cccs3)cc12	-0.1%	nt
CC(=O)Nc1ccc(OC(=O)c2ccc(Cl)cc2)cc1	-3.5%	-6
C/C(CC(=O)Nc1ccc(Cl)c(Cl)c1)=N\NC(=O)Cc1ccccc1	8.4%	-10
CC(=O)c1ccc(NC(=S)N2C(C)CCCC2C)cc1 (stereo not given)	1.4%	26
Cc1cc(NC(=O)CSc2ccc(-c3ccc4c(c3)OCO4)nn2)no1	-0.5%	nt
COc1ccc(C(=O)NNC(=O)c2ccc(S(=O)(=O)N3CCCCC3)cc2)cc1	-0.6%	-3
c1ccc(Oc2ccc(-c3ccnc4nc(N5CCN(c6ccccc6)CC5)nn34)cc2)cc1	2.1%	-8
COc1ccc(NC(=O)CSc2c(C)n[nH]c2C)cc1	0.9%	nt
Cc1cc(C)c(O)c(-c2cc(C(=O)NCCc3ccc(S(N)(=O)=O)cc3)[nH]n2)c1	1.6%	-15
COC(=O)c1sccc1NC(=S)Nc1cccc(F)c1	0.6%	21
CSc1ccc(C#N)cc1NC(=O)c1ccc(Cl)cc1	-3.9%	-1
COc1cc(/C=N/NC(=O)CC2(C)OCCCO2)ccc1OCc1ccccc1	7.9%	0
COc1ccccc1NC(=O)c1nn(C)cc1Br	3.2%	48
O=C(Nc1nc(-c2cccs2)c(-c2cccs2)s1)C1CCCC1	7.8%	-18

Among those listed so far, these have two or more sulfur atoms.
SMILES	M. tuberculosis GlmU	RmlCD inh 1536
O=C(Nc1nnc(C2CCCCC2)s1)c1ccc(Br)s1	2.6%	nt
Cc1ccc(CNC(=O)CCS(=O)(=O)c2ccc(Br)s2)o1	4.2%	nt
Cc1ccc(-n2c(SCC(=O)NCCN3C(=O)CSC3=O)nnc2-c2ccccc2F)cc1	-1.1%	74
CCNC(=S)N1CCC(c2nc3ccccc3s2)CC1	0.5%	0
O=c1[nH]c(-[n+]2ccccc2)c(/C=N/NC([S-])=Nc2ccccc2)s1	1.7%	-8
O=C(Nc1nc(-c2cc(Cl)sc2Cl)cs1)c1ccc(Br)s1	2.1%	nt
CCS(=O)(=O)N1Cc2ccccc2CC1C(=O)Nc1nccs1 (stereo not given)	-3.2%	3
COC(=O)CSc1nc(-c2cccs2)ccc1C#N	12%	5
CC1CC(NS(=O)(=O)c2cccs2)CC(C)(C)C1 (stereo not given)	0.9%	-12
Nc1ncc(P(=S)(N2CCOCC2)N2CCOCC2)s1	2.1%	13
O=C(NCc1n[nH]c(=S)n1-c1ccccc1)c1cccs1	2.5%	13
CC(=O)c1ccc(NC(=S)NCCc2ccc(S(N)(=O)=O)cc2)cc1	-4.2%	2
COC(=O)c1sccc1NC(=S)Nc1cccc(F)c1	0.6%	21
O=C(Nc1nc(-c2cccs2)c(-c2cccs2)s1)C1CCCC1	7.8%	-18

Screening data deposited in PubChem by several laboratories.
